MEKK2mut PB1 HTS: signal of MEK5 binding to mutant human MEKK2 PB1 domain. percent response, % at 10 µM. 0.35% of 290,000 active. bead flow cytometry, Alexa488-MEK5 binding to MEKK2 mutant; in the data active means percent response above about 24%, passing the limit was not always enough; further: inactives centre near 1; some results filed as inactive read as strong as hits
OXTR potentiate: potentiates the human oxytocin receptor response; CHO-OTR cells, Fluo-8 calcium fluorescence, potentiator mode; 0% = oxytocin EC15, 100% = EC100; P30559; activation, % at 3 µM; AID 2445; 0.061% of 320,000 active;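 active means activation above that plate's cutoff, the mean activation of tested compounds plus 3 SD, cut at about 6.6% in these data, passing the limit was not always enough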;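 further: 100% uses oxytocin at 75 nM as the full agonist control; some results filed as inactive read as strong as hits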
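assay system = CHO-OTR cells, human receptor | schedule = compound 6 min at room temperature before oxytocin, 100 s read | detection = Fluo-8 intracellular calcium fluorescence, ex 470-495, em 515-575 nm | evaluation = normalized max/min fluorescence ratio, % activation | control set = EC15 oxytocin alone as 0%, 75 nM oxytocin (EC100) as 100%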
MEKK2 WT-MEK5: raises or lowers MEK5 binding to wildtype human MEKK2 PB1 domain; bead flow cytometry, Alexa488-MEK5 binding to MEKK2 WT; actives lie on both sides; binding response (% of control), % at 10 µM; 1.1% of 290,000 active; in the data active means binding response below about 67% or above about 130%
GalR3 antagonist: human GalR3 antagonism; inhibition, % at 3 µM; HEK293 GalR3-CNG cAMP membrane potential fluorescence; galR3 body fused to GalR1 C-terminus; AID 651719; O60755; 0.44% of 360,000 active;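 active means inhibition above the screen-wide average plus 3 SD, cut at about 13% in these data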;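 further: forskolin and galanin both at EC90 stimulate the cells; cAMP rise reported by CNG channel membrane potential dye signal; 0% = forskolin plus galanin with DMSO and 100% = forskolin alone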
Target sequence (O60755 1-299 limits assumed): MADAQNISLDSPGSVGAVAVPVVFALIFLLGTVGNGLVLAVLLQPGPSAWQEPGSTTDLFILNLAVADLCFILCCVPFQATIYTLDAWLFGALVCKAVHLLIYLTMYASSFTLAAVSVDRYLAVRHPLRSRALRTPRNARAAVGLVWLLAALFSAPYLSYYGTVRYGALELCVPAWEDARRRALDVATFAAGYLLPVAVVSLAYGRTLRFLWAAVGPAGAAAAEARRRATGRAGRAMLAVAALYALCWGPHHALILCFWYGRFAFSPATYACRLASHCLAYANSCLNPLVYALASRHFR
NALP1 yeast inh: NALP1 inhibition; S. cerevisiae NALP1/ASC/caspase-1 growth, X-gal OD620, 72 h; inhibition, % at 10 µM; 0.61% of 280,000 active; in the data active means inhibition mostly above about 24%, no sharp cut-off; inactive means mostly below about 32%; further: some compounds called inactive have numbers as strong as hits
PfM18AAP inh: PfM18AAP enzyme inhibition; recombinant PfM18AAP, H-Glu-NHMec fluorogenic cleavage; inhibition, % at 7.35 µM; 1.2% of 290,000 active;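 active means inhibition above the campaign mean inhibition over all tested compounds plus 3 SD, cut at about 28% in these data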;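 further: 0% = plate median of test compound wells and 100% = 2 mM ZnCl2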
V1R ag counter: activates human V1a receptor in oxytocin agonist counter-screen | P37288 | CHO-V1R cells, Fluo-8 calcium fluorescence, agonist mode; 0% DMSO, 100% 3 nM vasopressin | activation, % at 3 µM | 0.25% of 320,000 active | AID 2797;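 active means activation above the mean activation of all tested compounds plus 3 SD, per screening run, cut at about 20% in these data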;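 further: signal is peak over basal fluorescence ratio across a 100 second FLIPR read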
Target sequence (P37288 whole entry, looked up): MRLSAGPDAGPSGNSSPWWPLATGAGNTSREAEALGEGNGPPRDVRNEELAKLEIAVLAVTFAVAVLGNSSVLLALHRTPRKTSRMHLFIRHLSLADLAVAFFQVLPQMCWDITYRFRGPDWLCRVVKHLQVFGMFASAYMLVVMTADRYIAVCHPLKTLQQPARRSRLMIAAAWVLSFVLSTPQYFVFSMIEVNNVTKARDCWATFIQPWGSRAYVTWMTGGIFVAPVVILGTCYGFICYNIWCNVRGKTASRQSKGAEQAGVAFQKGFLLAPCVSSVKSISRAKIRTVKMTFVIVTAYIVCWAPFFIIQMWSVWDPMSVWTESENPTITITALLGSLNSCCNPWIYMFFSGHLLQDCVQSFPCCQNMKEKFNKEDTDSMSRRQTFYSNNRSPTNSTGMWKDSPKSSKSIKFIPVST
GPR7 antagonist: human neuropeptides B/W receptor 1 antagonism | AID 1861 | P48145 | inhibition, % at 4.4 µM | GPR7-expressing cells, fluorescence antagonist assay | 1.1% of 290,000 active; in the data active means inhibition above about 16%, passing the limit was not always enough;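 further: cells stimulated with the agonist NPW; 0% = agonist with vehicle and 100% = vehicle without agonist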
OXTR ag: activates the human oxytocin receptor. CHO-OTR cells, Fluo-8 calcium fluorescence; normalized: DMSO 0%, oxytocin 100%. activation, % at 3 µM. 0.32% of 320,000 active. AID 2435;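 active means activation above the mean of all tested compounds plus 3 SD, cutoff set per screening run, cut at about 20% in these data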;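 further: peak over basal fluorescence ratio from a 100 s FLIPR kinetic read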
An asterisk follows results filed as active; . = no result given.

SMILES	MEKK2mut PB1 HTS	OXTR potentiate	MEKK2 WT-MEK5	GalR3 antagonist	NALP1 yeast inh	PfM18AAP inh	V1R ag counter	GPR7 antagonist	OXTR ag
C#CCOC(=O)c1cc(Cl)c(=O)n(Cc2ccc(Cl)cc2Cl)c1	12	-10	111	-12	9	2	-0.8	15	-0.8
CC1CN(c2nc3ccccc3nc2C(C#N)C(=O)NCc2ccc3c(c2)OCO3)CC(C)O1 (stereo not drawn)	-4	-8	95	-6	14	-10	-0.5	-1	0.6
O=C(NCc1ccccn1)C1C2C=CC(C2)C1C(=O)Nc1ccc(F)cc1 (stereo not drawn)	-4	-3	95	6	-1	-4	-0.2	-14	1.3
Cc1cc(C(=O)COC(=O)c2ccc3c(c2)OCO3)c(C)n1Cc1cccs1	2	-19	95	-6	13	6	5.4	-9	3.0
Oc1cccc(Nc2nc(-c3ccccc3Cl)nc3ccccc23)c1	5	-2	107	-12	7	4	0.2	-16	-0.9
O=C1CC(NS(=O)(=O)c2ccc(F)cc2)CN1c1ccc2c(c1)OCCO2 (stereo not drawn)	.	-2	.	-3	.	.	1.5	.	0.8
Cc1ccccc1NC(=O)NNC(=O)c1ccc2ccccc2c1O	5	-4	108	-2	5	34*	3.1	3	0.6
COc1c(O)cccc1/C=N/NC(=O)Cn1ccnc1C	10	-1	104	-1	-12	5	0.8	-2	1.4
CC(C)c1ccc(C(=O)NNC(=O)C2CC=CCC2C(=O)O)cc1 (stereo not drawn)	-2	2	99	-6	26	-3	0.3	0	0.0
Cn1cc(S(=O)(=O)Nc2ccc(F)cc2F)c(=O)n(C)c1=O	12	-4	107	.	.	-1	-0.9	-4	-0.5

Arranged by the number under MEKK2mut PB1 HTS (low to high): some entries from above
smiles	MEKK2mut PB1 HTS
O=C(NCc1ccccn1)C1C2C=CC(C2)C1C(=O)Nc1ccc(F)cc1 (stereo not drawn)	-4
Cc1cc(C(=O)COC(=O)c2ccc3c(c2)OCO3)c(C)n1Cc1cccs1	2
Oc1cccc(Nc2nc(-c3ccccc3Cl)nc3ccccc23)c1	5
COc1c(O)cccc1/C=N/NC(=O)Cn1ccnc1C	10
Cn1cc(S(=O)(=O)Nc2ccc(F)cc2F)c(=O)n(C)c1=O	12

Further entries follow.
SMILES	MEKK2mut PB1 HTS	OXTR potentiate	MEKK2 WT-MEK5	GalR3 antagonist	NALP1 yeast inh	PfM18AAP inh	V1R ag counter	GPR7 antagonist	OXTR ag
COc1ccccc1C(=O)NC(=O)CSc1nncn1C(C)C	.	-6	.	-2	.	.	1.7	.	0.5
C[C@@H](NC(=O)c1nc[nH]c1C(=O)N1CCc2ccccc2C1)c1ccccc1	.	-7	.	8	.	.	-0.2	.	1.5
N/C(=N\OC(=O)c1ccc2c(c1)OCO2)c1cccc([N+](=O)[O-])c1	-1	-4	106	-7	1	4	0.6	-2	-0.2
CC(CCc1ccccc1)NC(=O)c1ccccc1F (stereo not drawn)	3	-14	105	-7	7	4	-1.1	-1	-1.4
CC(C)CNC(=O)c1ccc(C2SCC(=O)N2Cc2ccccc2)cc1 (stereo not drawn)	-11	-14	88	5	24	-12	1.3	-6	-1.6
Cc1c(C(=O)NCc2ccccc2)oc2ccc(S(=O)(=O)N3CCC4(CC3)OCCO4)cc12	3	-7	109	-2	34	-6	3.8	-2	1.4
COc1ccc2c(c1[N+](=O)[O-])CCC/C2=N/OC(=O)c1ccccc1SC	-4	-11	99	1	14	3	0.3	-18	-0.6
CCOC(=O)c1ccc2c(c1)C1C=CCC1C(C(=O)O)N2 (stereo not drawn)	-5	-4	91	.	19	4	0.0	-4	-0.6
Cc1cc2nc(/C(C#N)=C/c3ccncc3)[nH]c2cc1C	-13	-1	87	0	11	-1	2.1	6	0.2
CCOC(=O)CSc1cc(-c2ccccc2)nc2ncnn12	0	-5	104	-4	.	-7	0.0	3	0.5
Cc1cc(C)n(-c2ccc(C(=O)Nc3ccc(C)c(S(=O)(=O)N4CCOCC4)c3)cc2)n1	-16	-6	93	-7	-11	0	7.4	2	5.0
O=C(c1ccco1)N1CCN(C(=O)c2ccc(-c3cccc(C(F)(F)F)c3)o2)CC1	.	2	.	0	.	.	0.1	.	-2.1
Cc1cccc(CCN(C(=O)Cc2cccs2)C(C(=O)NC2CCCCC2)c2cccnc2)c1 (stereo not drawn)	6	1	101	-4	-18	-2	-1.2	-11	-1.1
Cn1c(C(=O)N2CCN(c3ccccn3)CC2)cc2ccccc21	2	-10	109	-7	-4	9	-0.7	3	-0.2
C/C=C(/C)C(=O)O[C@H]1[C@@H](O)c2c(ccc3ccc(=O)oc23)OC1(C)C	11	1	101	-2	34	0	-0.2	-5	0.3
O=C(CCn1nnc2ccccc2c1=O)N[C@@H](Cc1c[nH]c2ccccc12)C(=O)O	1	0	98	0	-2	-7	0.7	-3	0.6
O=C(Oc1ccc(Cl)c2cccnc12)N1CCCCC1	1	-6	99	-7	1	-1	-1.2	-1	-1.8
COC(=O)c1cc(=O)n(Cc2ccco2)c(=Nc2ccc(F)c(Cl)c2)s1	9	-6	104	.	-10	12	-0.2	-5	-0.7
COc1ccc(S(=O)(=O)N2CCCCCC2)cc1C(=O)NCCc1ccc(F)cc1	.	0	.	-1	.	.	-0.4	.	-1.4
Cc1cccc(Nc2nc(N3CCN(C)CC3)nc(N)c2[N+](=O)[O-])c1	32	0	137	-5	-8	3	1.4	-2	1.9
O=Cc1ccc(Sc2ncccn2)o1	-2	.	103	0	3	6	.	-12	.
COc1cccc(/C=N/NC(=O)c2cnccn2)c1O	7	-2	105	-5	-24	9	-0.2	-5	-0.5
Cc1ccc(NC(=O)C2CSC3(C)CCC(=O)N23)cc1S(=O)(=O)N1CCCCCC1 (stereo not drawn)	.	-2	.	-4	.	.	2.9	.	0.8
Cc1ccc(Cc2nc(-c3ccccn3)no2)cc1	5	-14	107	-4	13	-3	-1.2	5	-0.3
CC(C)COCC1CC2(CC(C)(c3csc(N)n3)OC2=O)C(=O)O1 (stereo not drawn)	4	.	106	-1	24	1	.	-15	.
CCN1C(=O)CSC1=NC1C2CC3CC(C2)CC1C3 (stereo not drawn)	-4	-11	107	4	6	2	-0.7	-3	-1.7
Cc1noc(C)c1C(=O)NCc1ccccc1F	-5	-2	82	-3	8	-10	0.3	-10	-0.3
Cc1ccc(N(CC(=O)Nc2cccc(Cl)c2C)S(C)(=O)=O)cc1	20	-4	112	-2	7	-6	-0.7	-7	-0.9
COc1ccc(N2C(=O)[C@@H]3[C@H](C2=O)[C@H]2c4ccccc4C=CN2[C@@H]3C(=O)Nc2ccccc2)cc1	3	-8	101	-2	3	-7	0.2	3	0.6
O=C(NCc1nc2ccccc2[nH]1)C1=C[C@@H](c2ccc(C(F)(F)F)cc2)C[C@@H](OCc2ccc(CO)cc2)O1	2	-15	103	-3	.	.	-0.5	.	-1.1

Limited to OXTR potentiate and MEKK2 WT-MEK5 (3 entries from above):
Structure | OXTR potentiate | MEKK2 WT-MEK5
Oc1cccc(Nc2nc(-c3ccccc3Cl)nc3ccccc23)c1 | -2 | 107
O=C1CC(NS(=O)(=O)c2ccc(F)cc2)CN1c1ccc2c(c1)OCCO2 (stereo not drawn) | -2 | .
Cc1ccccc1NC(=O)NNC(=O)c1ccc2ccccc2c1O | -4 | 108

(cont.)
SMILES	MEKK2mut PB1 HTS	OXTR potentiate	MEKK2 WT-MEK5	GalR3 antagonist	NALP1 yeast inh	PfM18AAP inh	V1R ag counter	GPR7 antagonist	OXTR ag
C=CCC1(CC=C)CCCN1C(=O)CC1C(=O)NCCN1Cc1ccc(OC)c(OC)c1 (stereo not drawn)	-3	-7	101	-4	10	1	0.0	-14	-0.7
CNS(=O)(=O)c1cc(NC(=O)c2cncn2-c2ccccc2)ccc1C	2	-10	98	-8	-15	8	-0.2	-8	-0.4
CCCn1c(SCC(=O)N2N=C3/C(=C/c4ccc(OC)cc4)CCCC3C2c2ccc(OC)cc2)n[nH]c1=O (stereo not drawn)	-2	-10	96	2	.	2	8.0	20*	14
CCN(CC)CCCNC(=S)N1CCC(c2nc3ccccc3[nH]2)CC1	3	2	107	-7	7	0	0.9	-16	0.7
COc1ccc(CCC(=O)OCC(=O)N(CC(C)C)c2c(N)n(Cc3ccccc3)c(=O)[nH]c2=O)cc1	.	-14	.	1	.	.	0.2	.	-1.1
CC(NC(=O)c1ccc(NC(=O)c2ccco2)cc1)c1ccccc1 (stereo not drawn)	-2	-12	101	2	25	-4	3.0	13	-0.2
Cn1c(=O)c(C(=O)COC(=O)c2cc(C3CC3)nc3ccccc23)c(N)n(Cc2ccccc2)c1=O	-4	-12	101	-4	24	2	0.5	10	0.0
O=C(Nc1cc(-c2nc3ncccc3o2)ccc1Cl)c1ccc2c(c1)OCO2	.	-4	.	-3	.	.	0.1	.	-0.2
CC1(C)CC(=O)C=C(c2ccc(F)cc2OCc2ccccc2)C1	.	-3	.	-1	.	.	0.1	.	1.0
COc1cccc(C2CC(c3c(Cl)cccc3Cl)n3nc(N)nc3N2)c1 (stereo not drawn)	-1	-1	94	4	31	3	0.5	-2	1.9
CCOC(=O)C1CCCN(CC(O)COc2ccc(OC)cc2C(C)(C)C)C1 (stereo not drawn)	-1	-4	94	-7	6	10	1.2	-1	1.4
COc1cc(/C=N/NC(=O)Cn2cnc3c2c(=O)n(C)c(=O)n3C)cc(OC)c1OC	3	-7	94	2	17	-1	-1.3	3	0.9
CSCCC(NS(=O)(=O)c1ccc2c(c1)oc(=O)n2C)C(=O)NCc1ccccc1 (stereo not drawn)	-3	-6	95	2	.	-2	-1.2	-14	-0.9

High-throughput results from PubChem BioAssay.
